# GLP1R cytotox – cytotoxicity in counter-screen for GLP-1R inverse agonists | actives 0.13% (n = 410,000) | AID 624418 | Potency, µM (titrated, usually from 38.3 µM), inactives show at the top dose activity change, negative = inhibition, usual class: inhibitors | HEK293 cAMP-luciferase reporter cells, luminescence, 24 h;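 note: loss of luciferase light is scored as toxicity; potency is the fitted concentration of half-maximal effect; % is set by controls: 0 for no effect and ±100 for the full control effect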
#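 Step one: seed cells (200 cells/uL, DMEM with 10% Nu serum, 1% pen-strep). Step two: 12-hour incubation at 37 deg C. Step three: pin 23 nL compound, incubate 24 hr. Step four: add luciferase reagent, read luminescence 12 min later.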
# DRD3 antagonist – blocks the human D3 dopamine receptor. actives 2.5% (n = 360,000). P35462. D3R cells, DiscoveRx beta-arrestin luminescence, antagonist mode; stronger effect = lower value. max response, negative = inhibition, %; in the data active = max response below about -50%; inconclusive = no clear call, values can overlap the other calls; note: % is set by controls: 0 for no effect and ±100 for the full control effect; mostly tested at two doses, the higher about 12 µM
#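 Cells plated overnight at 1500 cells/well, then exposed to library compounds with dopamine controls for 90 minutes at 37 degrees C. DiscoveRx reagent added for 30–60 minutes at room temperature; luminescence read, quantitative HTS format.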
# PLK1 PBD block – blocks phosphopeptide binding to human PLK1 polo-box domain; Plk1 PBD binding of FITC phosphopeptide, fluorescence polarization; Potency, µM, without a hit: max response, negative = inhibition, usual class: inhibitors; actives 2.8% (n = 360,000); note: potency is the fitted concentration of half-maximal effect; series mostly up to about 57 µM; % is set by controls: 0 for no effect and ±100 for the full control effect; nearly all actives have a fitted effect of over 65% in size
# IL2 activator – activators of IL-2; activation, % (series mostly up to about 46 µM); IL-2 activation reporter assay, cell-based qHTS; stimulated with anti-CD3/CD4/CD28 beads; in transgenic mouse T cells; actives 0.065% (n = 360,000); in the data active = activation above about 50%; inconclusive = mostly about 30% to 49%; note: 0% is about no effect
#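 Unstimulated transgenic mouse T cells, 750 per well, received compound and, after 60 minutes, anti-CD3/anti-CD4 bead plus anti-CD28 stimulation. EGFP and DsRed were quantified after 18 hours.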
# PI5P4K alpha inh – blocks human PI5P4K alpha kinase activity | P48426 | PI5P4Kalpha enzyme, ADP-Glo luminescence, 60 min; stronger effect = lower value | max response, % | actives 1.2% (n = 330,000); active = max response of -50% or lower; inconclusive = between -30% and -50%; inactive = -30% or higher; note: value at the top dose of about 77 µM; % is set by controls: 0 for no effect and ±100 for the full control effect
#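 Luminescence from ADP-Glo served as readout of PI5P4Kalpha activity in a qHTS format. Reaction: enzyme, substrate, compound, ATP at 5 microM final, 60 min at RT.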
# GLP1R inv ag – acts as inverse agonist at human GLP-1 receptor. AID 624417. actives 1.6% (n = 410,000). Potency, µM (doses to about 38.3 µM), inactives show top-dose activity change, negative = inhibition, usual class: inhibitors. HEK293 GLP-1R CRE-luciferase, luminescence, 24 h; GLP-1R form is constitutively active. P43220; note: potency is the fitted concentration of half-maximal effect; % is set by controls: 0 for no effect and ±100 for the full control effect; nearly all actives have a fitted effect of over 55% in size
#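 qHTS in 1536-well format: reporter HEK293 cells expressing constitutive GLP-1R activity in DMEM + 10% Nu serum, 24 hr with compounds at 37 deg C, luminescence read after 12 min with detection reagent.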
# D3 ag – D3 dopamine receptor (human) agonism; P35462; D3R DiscoveRx beta-arrestin cells, luminescence, 90 min; max activation, %; actives 0.58% (n = 410,000); AID 652048; in the data active = max activation above about 30%; note: 0% is about no effect; mostly tested at two doses, the higher about 12 µM
#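 Agonist mode: compounds and dopamine controls were applied to plated cells for 90 min at 37 degrees C after an overnight attachment at 1500 cells/well. Luminescent read-out followed 30 - 60 minutes at room temperature with DiscoveRx detection reagent.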
# WRN helicase inh – blocks human WRN helicase | AID 651768 | Potency, µM (titrated, usually from 114 µM), without a hit: at the top dose activity change, negative = inhibition, actives largely listed as inhibitors | actives 0.46% (n = 360,000) | WRN helicase unwinding, fluorescent forked duplex, kinetic; note: potency is the fitted concentration of half-maximal effect; % is set by controls: 0 for no effect and ±100 for the full control effect; nearly all actives have a fitted effect of over 55% in size
# Target sequence (Q14191 whole entry, looked up): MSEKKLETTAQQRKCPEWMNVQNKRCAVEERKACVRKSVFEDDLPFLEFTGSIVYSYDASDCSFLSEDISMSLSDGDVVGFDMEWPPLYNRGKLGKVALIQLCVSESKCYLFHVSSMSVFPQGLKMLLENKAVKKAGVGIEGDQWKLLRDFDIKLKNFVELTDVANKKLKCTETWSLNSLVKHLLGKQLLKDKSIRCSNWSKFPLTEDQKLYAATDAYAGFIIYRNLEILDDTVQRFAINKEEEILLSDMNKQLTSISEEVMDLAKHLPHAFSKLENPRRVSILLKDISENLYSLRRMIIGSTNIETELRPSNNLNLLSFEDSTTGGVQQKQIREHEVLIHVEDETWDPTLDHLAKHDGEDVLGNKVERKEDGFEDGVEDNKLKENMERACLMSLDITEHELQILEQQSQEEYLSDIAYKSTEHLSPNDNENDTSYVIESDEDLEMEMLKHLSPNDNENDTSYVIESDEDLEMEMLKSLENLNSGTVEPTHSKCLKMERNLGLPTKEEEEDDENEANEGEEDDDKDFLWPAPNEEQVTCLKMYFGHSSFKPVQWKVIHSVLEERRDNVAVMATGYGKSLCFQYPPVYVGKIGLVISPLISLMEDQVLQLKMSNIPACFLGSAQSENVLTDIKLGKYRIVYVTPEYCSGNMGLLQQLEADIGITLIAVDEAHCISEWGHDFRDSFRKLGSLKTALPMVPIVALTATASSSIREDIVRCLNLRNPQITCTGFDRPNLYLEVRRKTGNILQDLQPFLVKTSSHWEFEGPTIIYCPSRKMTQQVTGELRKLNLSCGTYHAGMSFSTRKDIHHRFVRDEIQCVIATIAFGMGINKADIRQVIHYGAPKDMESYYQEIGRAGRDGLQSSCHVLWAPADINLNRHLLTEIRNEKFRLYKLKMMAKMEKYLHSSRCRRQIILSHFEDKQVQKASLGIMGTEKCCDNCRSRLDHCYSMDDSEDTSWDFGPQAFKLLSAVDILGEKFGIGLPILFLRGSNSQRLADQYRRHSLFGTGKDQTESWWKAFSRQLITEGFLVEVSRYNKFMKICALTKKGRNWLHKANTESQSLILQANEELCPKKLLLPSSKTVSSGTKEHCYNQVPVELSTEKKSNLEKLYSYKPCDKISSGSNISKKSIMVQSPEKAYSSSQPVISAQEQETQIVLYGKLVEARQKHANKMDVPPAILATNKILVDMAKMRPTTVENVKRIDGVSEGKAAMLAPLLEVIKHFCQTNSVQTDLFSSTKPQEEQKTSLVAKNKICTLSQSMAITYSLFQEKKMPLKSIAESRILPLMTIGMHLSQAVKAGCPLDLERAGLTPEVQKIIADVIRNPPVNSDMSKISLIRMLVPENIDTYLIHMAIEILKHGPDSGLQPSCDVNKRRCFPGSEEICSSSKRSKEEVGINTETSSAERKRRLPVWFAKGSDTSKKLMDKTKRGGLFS
#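 Primary qHTS, 1536-well format. 20 nM WRN + compound, 15 min RT; start with 100 nM forked fluorophore/quencher duplex, 2 mM ATP (final); kinetic read ex 525/em 598 nm.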
# GLP1R ag – activates the human GLP-1 receptor | actives 0.007% (n = 380,000) | Potency, µM (titrated, usually from 45.6 µM), for inactives: at the top dose activation, hits mostly activators | HEK293 GLP-1R CRE-luciferase, luminescence, 4-6 h; cells express a hypersensitive GLP-1R form | P43220; note: potency is the fitted concentration of half-maximal effect; % of control where 0% means no effect
# * = called active by the depositor; ? = inconclusive; . = no result given; & = joins results of further samples; [ ] = remark or other dose. Unless noted, calls come from the whole dose curve; as a rule, active = well fitted curve in the direction sought with a large enough effect; inconclusive = small, poorly fitted or top-dose-only effect, or another doubt; inactive = no such curve, though single readings can be large; an effect the other way counts as inactive or inconclusive. Not a hit list; overall some 7.8% were active at least once.
SMILES,D3 ag,GLP1R ag,PLK1 PBD block,PI5P4K alpha inh,IL2 activator,GLP1R inv ag,DRD3 antagonist,GLP1R cytotox,WRN helicase inh
Cn1c(=O)cc(Nc2ccccc2)c2c(=O)n(-c3ccccc3)c(=O)n(-c3ccccc3)c21,-14,19%,-4%,5,3.4,?,4,2%,-2%
CCCCNC(=O)CSc1nc2cc3c(cc2c(=O)n1Cc1ccco1)OCO3,4,0%,4%,-6,0.3,7%[7.66 µM],16,-1%[7.66 µM],6%
NC(=S)Nc1nccc(-c2cccs2)n1,0,18%,1%,-2,-0.8,93%[activator],15,-6%,-4%
CC(C)C[C@H]1CN(CCCC[C@H]2CNC(=O)C(=O)N2CCc2ccccc2)C(=O)C(=O)N1CCC1CCCCC1,6,5%,-6%,0,-0.6,25%,27,3%,-9%
O=C(Cn1cnc([N+](=O)[O-])c1)Nc1ccccc1C(F)(F)F,6,11%,30µM*,-1,0.0,-18%,8,-11%,10%
CC1CN(CC(O)COc2ccc(C#N)cc2)CCN1CC(O)COc1ccc(C#N)cc1 (centres undefined),1,-4%,4%,-8,0.6,-1%,12,6%,4%
COc1ccccc1N(CC(=O)NCCc1ccccc1)C(=O)CCC(=O)Nc1ccccn1,-2,13%,-7%,0,-0.6,10%,-8,3%,12%
N#C/C(=C(/O)COC(=O)c1ccc(Cl)c(S(=O)(=O)N2CCOCC2)c1)c1nc2ccccc2[nH]1,5,10%,-9%,-10,-0.1,7%,9,192%[activator],8%
Cn1c(=O)c2c(-c3ccc(Cl)cc3)ccnc2n(C)c1=O,-4,1%,.,.,.,12%,.,4%,.
CCn1c(SCC(=O)NCc2cccs2)nnc1-c1ccco1,2,-4%,?,-3,-0.1,3%,30,-2%,1%
CC(Oc1ccc(Cl)cc1Cl)C(=O)NCCCn1ccnc1 (centres undefined),-1,9%,24µM*,-5,1.1,12%,-25,-3%,3%
CN(Cc1ccc(C(F)(F)F)cc1)C(=O)C1CC(=O)N(Cc2ccco2)C1 (centres undefined),-5,8%,-19%,1,0.3,11%,-11,28%,1%
Cc1ccc(NC(=O)c2cnccn2)nc1,-5,1%,-6%,-1,-2.6,13%,2,-14%,-4%
CCS(=O)(=O)NCC(c1ccco1)N1CCN(c2ccccc2F)CC1 (centres undefined),3,-8%,-7%,2,0.2,17%,-4,0%,9%
O=C(CNC(=O)c1ccc(N2C(=O)c3ccccc3C2=O)cc1)OCC(=O)c1cccc2ccccc12,3,-1%,-3%,-9,-0.3,9%,-6,-4%,-20%[57.1 µM]
CN1CCN(c2ccccc2NC(=O)c2ccc(N3CCCCC3)c([N+](=O)[O-])c2)CC1,-7,24%,-5%,-6,-1.6,?,-2,?,-1%
COc1cc(OC)c2c(-c3ccccc3)cc(=O)oc2c1C(CCN1CCCC1)c1ccc2c(c1)OCO2 (centres undefined),0,10%,-21%,-22,-0.5,31%[activator],?,2%,-11%
COc1ccc(Cl)cc1-n1nnc(-c2nsc(NC(=O)c3ccccc3Cl)n2)c1C,3,0%,.,.,.,?,.,-15%,.
CN1/C(=C\C(=O)Nc2ccc(F)cc2)C(C)(C)c2ccccc21,-7,4%,0%,14,0.4,?,11,-15%,-5%
CCC(CC)C(=O)c1c[nH]c(C(=O)NCCCN2CCOCC2)c1,-5,0%,3%,-5,0.7,7%,-8,-6%,7%

SMILES,D3 ag,GLP1R ag,PLK1 PBD block,PI5P4K alpha inh,IL2 activator,GLP1R inv ag,DRD3 antagonist,GLP1R cytotox,WRN helicase inh
CN1C(C(=O)Nc2ccc(OC(F)(F)F)cc2)=CC(c2ccc3c(c2)OCO3)=NS1(=O)=O,-5&-9,8%,-9%,4,0.1,-24%&-28%,14,-7%&1%,-7%
Cc1nc(C)c(C(=O)Nc2ccccc2-c2ccccc2)o1,7,7%,-15%,.,-0.7,-13%,-10,-3%,-15%
S=C(c1ccccc1)N1CCN(C(=S)c2ccccc2)CC1,2,-5%,-9%,4,2.2,-16%,13,-14%,-3%
Cc1ccc(Cl)cc1N1CCN(C(=O)CCS(=O)(=O)c2ccc3c(c2)NC(=O)CO3)CC1,5,-5%,-25%,0,12,?,44,-12%,-5%
Cc1c(OCC(=O)NCC(O)c2ccccc2)ccc2c3c(c(=O)oc12)CCCC3 (centres undefined),-3,31%,2%,-5,3.7,23%,2,-4%,3%
O=C(c1ccc([N+](=O)[O-])cc1)n1nc(-c2ccccc2)nc1NCc1ccccc1,-13,3%,-8%,1,0.2,1%,-15,-8%,2%
COc1ccc(Nc2ncnc3sccc23)cc1OC,-8,16%,-2%,-1,0.2,131%[activator],29,-8%,-2%
CC(C)c1ccc(S(=O)(=O)N2CCN(C(=O)CCNS(=O)(=O)c3ccccc3F)CC2)cc1,0,-4%,-3%,9,-1.6,7%,5,8%,-4%
CCOc1ccc(S(=O)(=O)NCCC(=O)NCCOc2ccccc2OC)cc1,-22,25%,3%,3,0.4,2%,?,2%,7%
CC(CNC(=O)CN1C(=O)C(=O)N(C2CCCC2)C1=O)c1ccccc1 (centres undefined),2,-8%,-13%,-7,0.4,0%,-2,3%,3%
CCn1nc(C)c(CN2CCN(Cc3ccc(OC)c(C)c3C)C(CCO)C2)c1C (centres undefined),2,8%,-12%,-1,-3.1,-22%,-17,-12%,0%
CC(C)OC(=O)c1nnn(-c2nonc2N)c1CN1CCc2ccccc2C1,2,0%,2%,1,0.1,?,0,-9%,-7%
COc1ccc(Cl)cc1NC(=O)CN(C)C(=O)Cc1ccc(-c2ccccc2)cc1,-5,8%,3%,7,-0.2,?,-10,-6%,3%
COC(=O)c1ccc(NC2c3ncccc3C(=O)N2Cc2cccs2)cc1 (centres undefined),-7,7%,-21%,3,11,5%,?,-1%,-2%
O=C(CCC(=O)NC12CC3CC(CC(C3)C1)C2)NC1CCCCC1,-1,6%,-4%,9,0.4,0%,12,-12%,-1%
CCN(CC)CCC=C(c1cccs1)c1cccs1,-15,-14%,?,11,0.6,?,-54*,?,?
C/C(CC(=O)NCc1ccc(Cl)cc1)=N\NC(=O)Cc1ccccc1,1,-5%,1%,12,1.7,-3%,11,-3%,-8%
CCOC(=O)C(Cc1ccc(NC(=O)/C(=C/c2ccc(OC(C)=O)cc2)NC(C)=O)cc1)N1C(=O)c2ccccc2C1=O (centres undefined),17,-9%,27µM*,-4,0.2,1%,-1,-29%,0%
O=C(OC1CCCC1)c1ccc(Cl)cc1Cl,5,8%,-15%,7,-0.6,9%,3,-10%,-9%
NNC(=O)CCCCCCCCCCOCCCCO,10,16%,2%,5,1.0,?,12,0%,-6%

# Compound profiles (already shown). Order of values: D3 ag | GLP1R ag | PLK1 PBD block | PI5P4K alpha inh | IL2 activator | GLP1R inv ag | DRD3 antagonist | GLP1R cytotox | WRN helicase inh
# COC(=O)c1ccc(NC2c3ncccc3C(=O)N2Cc2cccs2)cc1 (centres undefined) reads -7 | 7% | -21% | 3 | 11 | 5% | ? | -1% | -2%
# Cc1nc(C)c(C(=O)Nc2ccccc2-c2ccccc2)o1 reads 7 | 7% | -15% | . | -0.7 | -13% | -10 | -3% | -15%

# Later entries:
SMILES,D3 ag,GLP1R ag,PLK1 PBD block,PI5P4K alpha inh,IL2 activator,GLP1R inv ag,DRD3 antagonist,GLP1R cytotox,WRN helicase inh
Cc1cc(C)c(OCCN(C)C)c(Cl)c1,-32,-2%,?,-10,-3.8,-19%,?,-4%,-1%
CCN1CCN(c2ccc(S(=O)(=O)N3CCOCC3)cc2NC(=O)/C=C/c2ccc(OC)cc2OC)CC1,2,26%,0%,-1,-0.4,2%,-3,1%,-7%
CCn1c(=O)c2cc(C(=O)NC(C)C)sc2c2ccccc21,-2,28%,-3%,-2,-2.7,71%[activator],0,6%,-2%
O=C(CCNC(=O)c1ccccc1Cl)Nc1ccc(S(=O)(=O)Nc2ncccn2)cc1,-5,-1%,-7%,1,-0.4,-16%[7.66 µM],4,6%[7.66 µM],0%
O=C(CN1CCN(S(=O)(=O)c2ccccc2)CC1)Nc1ccc(Cl)cn1,4,12%,3%,-3,-0.5,6%,5,-8%,-2%
Cc1cccc(NC(=O)CCC(=O)N/N=C/c2cc([N+](=O)[O-])ccc2O)c1,-11,-9%,-8%,-10,0.8,?,?,10%,?
COc1cc(OC)c(S(=O)(=O)N2CCOCC2)cc1S(=O)(=O)N1CCOCC1,-16,-4%,-14%,0,-4.3,-7%,2,-1%,-1%
COc1ccc(C2CC(c3ccccc3)=NN2C(=O)COC(=O)C2(C)CC2(Cl)Cl)cc1 (centres undefined),-9,13%,-3%,10,1.7,-30%[7.66 µM],-16,1%[7.66 µM],-12%
CCCn1cc(CN2CCC(Cc3ccccc3)(C(=O)OCC)CC2)c(C)n1,-15,8%,-2%,-7,-0.6,?,6,7%,-3%
COc1cc(C#N)ccc1OCC(=O)Nc1cccc(S(=O)(=O)N2CCCC2)c1,5,20%,-6%,6,-1.0,36%[activator],11,1%,-10%
Cc1cccc(OCc2nnc(SCC(=O)N3c4ccccc4CC3C)n2C)c1C (centres undefined),3,-1%,-5%,4,-3.1,?,15,-31%,-5%
COc1ccc(C2C=C(C)Nc3ncnn32)cc1 (centres undefined),-3,0%,-2%,-7,-0.7,9%,4,2%,-8%
CC(=O)c1ccc(N2CCN(C(=O)CCCn3c(=O)[nH]c4ccccc4c3=O)CC2)cc1,4,9%,1%,-10,-0.3,2%,10,-4%,-3%
Cc1cccc(-c2cnc3cccnn23)c1,1,9%,-15%,-3,0.1,17%,14,30%,-3%
COc1cccc(-c2cnc3c(NC=O)cc(-c4ccccc4Oc4ccccc4)cn23)c1,4,4%,-9%,-7,-0.1,-26%,18,-3%,-5%[57.1 µM]
CN1CCN(CCc2cn3ncc(C#N)c3nc2-c2ccc(F)cc2)CC1,-5,5%,2%,3,2.1,4%,0,5%,0%
O=C(CSc1nc2ccccc2[nH]1)Nc1ccc(F)cc1,1,-2%,-3%,-1,-0.8,?,-13,2%,5%
Cc1cccc(NC(=S)N2CCCCCC2)c1,4,15%,2%,14,0.4,0%,11,0%,-6%
